PI4K2A block: inhibitors of human PI4K2A; Q9BTU6; purified PI4K2A, ADP-Glo luminescence, 1 h; stronger effect = lower value; activity change, negative = inhibition, % at 76.9 µM; 420,000 tested, 0.13% active; in the data active = activity change below about -50%; inconclusive = mostly about -30% to -49%;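 note: -100% = wells without enzyme as full effect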
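Compounds are screened against recombinant PI4K2A using PI as substrate and ATP, the latter dispensed at 300 microM. Reactions run one hour at ambient temperature before ADP-Glo detection; full inhibition defined by wells lacking enzyme.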
GLS inh: glutaminase GLS (human) inhibition; Potency, µM (titrated, usually from 45.5 µM), for the others: at the highest dose activity change, negative = inhibition, usual class: inhibitors; GLS enzymatic activity, qHTS titration; 410,000 tested, 0.21% active; O94925; AID 624170; note: potency is the fitted concentration of half-maximal effect; % is set by controls: 0 for no effect and ±100 for the full control effect
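Human kidney-isoform GLS in 45 mM KH2PO4 pH 8.2, 0.02% Tween-20, with compound, started with 1mM L-Glutamine (added stock). Glutamate oxidase/HRP/Amplex red coupled fluorescence read at start and after 30 min at RT.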
JMJD2A Tudor inh: JMJD2A Tudor domain (human) inhibition. AlphaScreen JMJD2A-Tudor / H3K4me3 peptide binding. 390,000 tested, 4.4% active. Potency, µM (series often up to 114 µM), without a hit: top-dose activity change, negative = inhibition, hits mostly inhibitors. O75164; note: potency is the fitted concentration of half-maximal effect; % is set by controls: 0 for no effect and ±100 for the full control effect; nearly all actives have a fitted effect of over 50% in size
Target sequence (O75164 whole entry, looked up, the tested form may be a part): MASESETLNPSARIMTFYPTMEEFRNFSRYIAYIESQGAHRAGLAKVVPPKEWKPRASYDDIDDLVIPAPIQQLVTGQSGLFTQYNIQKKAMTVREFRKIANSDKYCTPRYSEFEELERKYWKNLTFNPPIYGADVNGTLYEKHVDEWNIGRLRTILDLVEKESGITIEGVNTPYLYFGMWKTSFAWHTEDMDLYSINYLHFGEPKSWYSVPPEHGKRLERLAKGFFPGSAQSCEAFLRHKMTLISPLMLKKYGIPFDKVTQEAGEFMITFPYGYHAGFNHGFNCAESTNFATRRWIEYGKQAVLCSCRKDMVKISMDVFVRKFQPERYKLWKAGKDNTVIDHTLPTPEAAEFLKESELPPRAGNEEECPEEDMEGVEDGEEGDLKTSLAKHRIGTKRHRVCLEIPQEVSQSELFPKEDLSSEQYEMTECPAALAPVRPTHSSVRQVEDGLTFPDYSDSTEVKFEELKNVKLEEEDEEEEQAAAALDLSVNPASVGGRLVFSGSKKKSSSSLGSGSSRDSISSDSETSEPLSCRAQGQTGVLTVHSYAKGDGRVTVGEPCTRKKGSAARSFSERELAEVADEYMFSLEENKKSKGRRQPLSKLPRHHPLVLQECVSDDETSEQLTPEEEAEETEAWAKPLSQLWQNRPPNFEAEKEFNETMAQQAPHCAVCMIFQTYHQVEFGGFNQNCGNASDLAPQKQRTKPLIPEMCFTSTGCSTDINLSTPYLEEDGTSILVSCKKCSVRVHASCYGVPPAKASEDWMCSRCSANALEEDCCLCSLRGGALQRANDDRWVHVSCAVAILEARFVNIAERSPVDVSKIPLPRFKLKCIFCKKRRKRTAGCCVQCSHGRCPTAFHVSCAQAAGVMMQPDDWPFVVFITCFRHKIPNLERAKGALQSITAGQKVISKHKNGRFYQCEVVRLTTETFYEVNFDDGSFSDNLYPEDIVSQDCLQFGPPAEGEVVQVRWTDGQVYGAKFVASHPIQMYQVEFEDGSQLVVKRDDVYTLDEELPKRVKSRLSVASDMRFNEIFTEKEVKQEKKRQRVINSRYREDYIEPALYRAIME
Pin1 inhibitor: human Pin1 inhibition; Q13526; Pin1 FP peptide displacement, HiFluor488, 10 min; Potency, µM (doses to about 115 µM), without a hit: at the highest dose activity, negative = inhibition, actives largely listed as inhibitors; 390,000 tested, 0.009% active; AID 504891; active = well fitted inhibition curve with a large enough effect in the polarisation, with a control signal flat, not every such curve was filed as active; inconclusive = small, poorly fitted or top-dose-only effect, or effect the other way, or a change in a side signal; inactive = no such curve, though single readings can be large or run the other way; the % refers to the polarisation; note: potency is the fitted concentration of half-maximal effect; % is set by controls: 0 for no effect and ±100 for the full control effect
G9a inh: G9a (human) methyltransferase inhibition; 350,000 tested, 8.8% active; AID 504332; G9a H3K9 monomethylation, AlphaScreen, 2 h; Q96KQ7; Potency, µM (doses to about 102 µM), inactives show top-dose activity, negative = inhibition, most hits filed as inhibitors; note: potency is the fitted concentration of half-maximal effect; % is set by controls: 0 for no effect and ±100 for the full control effect; nearly all actives have a fitted effect of over 75% in size
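AlphaScreen detection with an anti-monomethyl H3K9 antibody quantified product after a 2 h room-temperature reaction containing 500 nM biotinylated H3K9 peptide, 20 µM SAM and 20 nM enzyme, which had been preincubated 15 min with compound.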
POLH inh: blocks human DNA polymerase eta activity; Q9Y253; recombinant Pol eta, fluorescent DNA replication assay; Potency, µM (series often up to 114 µM), without a hit: top-dose activity change, negative = inhibition, hits mostly inhibitors; 390,000 tested, 1.2% active; note: potency is the fitted concentration of half-maximal effect; % is set by controls: 0 for no effect and ±100 for the full control effect
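Pol eta at 10 nM preincubated with compounds 15 min at room temperature; reaction started with fluorescent substrate (50 nM final) and read kinetically at 0 and 10 min.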
Tb PGK inh: blocks T. brucei phosphoglycerate kinase. P07378. PGK/GAPDH coupled, Kinase-Glo luminescence, 60 min. Potency, µM (series often up to 57.5 µM), for the others: top-dose activity change, negative = inhibition, actives largely listed as inhibitors. 380,000 tested, 0.043% active. AID 602233; note: potency is the fitted concentration of half-maximal effect; % is set by controls: 0 for no effect and ±100 for the full control effect; nearly all actives have a fitted effect of over 60% in size
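Recombinant glycosomal PGK reaction used 1,3-bisphosphoglycerate generated in-well by GAPDH (100nM final) in 100mM TEA pH 7.6, 5mM MgCl2, 0.01% Tween-20. After 60 minutes at room temperature, ATP was read by Kinase-Glo Plus luminescence end-point.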
BAZ2B block: BAZ2B (human) inhibition; Potency, µM (titrated, usually from 114 µM), inactives show at the highest dose activity change, negative = inhibition, actives largely listed as inhibitors; 360,000 tested, 4.4% active; AlphaScreen BAZ2B-H3K14Ac peptide displacement; note: potency is the fitted concentration of half-maximal effect; % is set by controls: 0 for no effect and ±100 for the full control effect; nearly all actives have a fitted effect of over 60% in size
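Inhibition is scored as reduced AlphaScreen emission. The BAZ2B/b-H3(5-23)K14Ac complex (50 nM each) in PBS pH 7.4, 0.01% Tween-20 meets compound (up to 110 uM) for 30 min at RT before bead addition.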
HP1b binding inh: inhibitors of HP1-beta chromodomain binding to methylated histone tails; Potency, µM (highest dose often 114 µM), for inactives: at the highest dose activity change, negative = inhibition, usual class: inhibitors; P83916; 390,000 tested, 0.56% active; AlphaScreen HP1-beta / biotin-H3K9me3 peptide binding; note: potency is the fitted concentration of half-maximal effect; nearly all actives have a fitted effect of over 70% in size; inactives centre near 23
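HP1-beta protein (50 nM final) preincubated 30 min at room temperature with biotinylated H3(1-18)K9me3 peptide (50 nM) in PBS pH 7.4, 0.01% Tween-20, then compound added for 30 min. AlphaScreen streptavidin donor/nickel chelate acceptor beads (10 ug/mL final), 30 min dark, luminescence read.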
The depositor's hits bear a star; i = inactive; ? = inconclusive; . = not tested or not shown; [ ] = dose if it differs, or a comment. Unless noted, calls come from the whole dose curve; as a rule, active = well fitted curve in the direction sought with a large enough effect; inconclusive = small, poorly fitted or top-dose-only effect, or another doubt; inactive = no such curve, though single readings can be large; an effect the other way counts as inactive or inconclusive.

SMILES	PI4K2A block	GLS inh	JMJD2A Tudor inh	Pin1 inhibitor	G9a inh	POLH inh	Tb PGK inh	BAZ2B block	HP1b binding inh
COc1ccc(-c2cc3c(=O)n(CC(=O)Nc4ccc(Br)c(C)c4)ccn3n2)cc1OC	3.0	-7.6%	-4.0%	19.2%	21.1%[59 µM]	.	.	-0.5%	34.9%
CCOc1c2ccc(C(=O)NCCCCc3ccccc3)cc2nn1CC	-0.2	3.7%	-16.0%	-2.6%	?	-3.0%	-6.1%	-4.5%[57.1 µM]	20.2%
Cc1cc(C(=O)CSc2nnc(-c3cccnc3)n2-c2ccccc2F)c(C)n1C	-14.1	-5.5%	-30.6%	10.3%	?	?	-4.2%	-35.3%	-16.6%
COCc1ccc([C@@H]2C[C@H]3CN(Cc4cccnc4)C(=O)[C@]34CCCN24)o1	0.7	-3.8%	-10.9%	-1.6%	?	-9.2%	-8.3%	-0.3%	29.6%
O=C(CCN1N=C(c2ccccc2)CCC1=O)NCCCN1CCOCC1	-3.1	-4.5%	-4.2%	-7.0%	50.1µM*	-1.0%	3.4%	-0.3%	42.9%[activator]
O=C(N/N=C/c1cccc(Cl)c1)C1CCCC1	6.4	-2.1%	-10.3%	4.3%	?	-9.1%	-2.6%	-1.3%	?
CCCCNC(=O)CCn1c(=S)[nH]c2cc3c(cc2c1=O)OCO3	3.7	-3.2%	22.2%	3.9%	5.0%[0.0925 µM]	11.1%	i	8.2%	29.7%
O=C(Cc1ccc(NC(=O)C2CCN(C(=O)C3CCC3)CC2)cc1)Nc1ccc(C(=O)N2CCOCC2)cc1	5.2	-4.6%	-16.4%	1.6%	.	4.4%	i	.	21.1%
Cc1cccc(Nc2nc(N)nc(CCl)n2)c1	1.8	-16.5%	-3.5%	0.2%	?	-17.5%	i	8.1%	41.9%[activator]
CS(=O)(=O)N(CC(=O)O)c1ccc(C23CC4CC(CC(C4)C2)C3)cc1	3.5	0.5%	-7.6%	1.1%	8.3%[0.501 µM]	-8.0%	2.0%	3.5%	28.4%
COc1cc(/C=C/C(=O)OCC(=O)N2c3ccccc3CC2C)cc(OC)c1OC (centres undefined)	-1.9	-1.1%	-28.0%	7.5%	8.2%[12.7 µM]	-11.7%	i	-5.9%	26.7%
COc1ccc(NS(=O)(=O)c2cccc(C(=O)N3CCOCC3)c2)cc1	0.9	16.2%	.	.	.	-6.3%	7.3%	.	.
CCOC(=O)CSc1nnc(CNC(=O)c2ccc([N+](=O)[O-])cc2)n1C	2.8	2.4%	0.8%	2.3%	-5.0%	5.6%	-0.7%	-4.9%	8.0%
COc1ccc(CNC(=O)C2CCN(S(=O)(=O)c3ccc4c(c3)N(C(C)=O)CCO4)CC2)cc1	9.4	?	-20.3%	-0.4%	.	-15.0%	-7.2%	-34.8%	24.3%
COCCNC(=O)COc1ccccc1Cl	0.5	5.2%	-11.2%	-6.6%	9.9%	-15.5%	0.6%	2.4%	21.0%
CCOc1ccc(CSC(CC(=O)O)C(=O)O)cc1 (centres undefined)	6.6	4.5%	-4.2%	-6.1%	.	-10.2%	4.5%	79.4µM*	47.0%[activator]
O=C(NN=C1CCCCCCCCCCC1)c1ccncc1	5.6	0.0%	28.2µM*	1.6%	11.6%[59 µM]	-13.5%	-4.8%	?	38.2%[activator]
CCC/C=N/NC(=O)C1COc2ccccc2O1 (centres undefined)	2.8	7.6%	-18.9%	-0.1%	5.0%	-4.4%	-0.3%	-13.7%	4.1%
O=C(CN1C(=O)C2CCCCC2C1=O)Nc1ccccc1C(=O)O (centres undefined)	-0.4	-5.9%	-3.4%	-5.9%	-12.3%	-6.5%	0.6%	-9.6%	35.3%
COc1ccc(Cl)cc1Nc1nc(-c2sc(NC(=O)CC(C)C)nc2C)cs1	-3.6	-3.2%	?	24.2%	?	-22.0%	0.8%	?	-11.9%
COc1ccc(S(N)(=O)=O)cc1C(=O)OCC(=O)N1c2ccccc2NC(=O)C1(C)C	1.9	1.7%	-3.3%	?	.	?	-1.0%	.	12.4%[57 µM]
O=C(NC1CCCCC1)c1cc(Nc2cccc(C(F)(F)F)c2)nc2ccccc12	4.5	-2.7%	-2.2%	-0.9%	-0.7%[59 µM]	5.0%	-2.1%	9.8%	-8.5%
CCOc1ccccc1CNC(=O)CCC(=O)N1CCSc2ccccc21	1.6	1.2%	-15.4%	-4.5%	-26.0%[59 µM]	-19.7%	i	-29.2%	33.1%
COC(=O)c1nn(Cc2ccccc2)c(=O)c2ccccc12	1.5	4.6%	-5.4%	-3.0%	-32.2%[59 µM]	-17.4%	-2.6%	-8.1%	37.0%
COc1c2ccoc2c(OC(C)=O)c2oc(C)cc(=O)c12	-1.0	1.3%	-7.0%	4.2%	6.0%	6.3%	.	0.4%	55.8%[activator]
CC(=O)n1c(-c2ccccc2)c(-c2ccccc2)n(C)c1=O	0.5	31.6µM*	-8.3%	-2.6%	.	-19.5%	3.4%	.	5.9%
CCCN(c1nc(C)cc(OC)n1)S(=O)(=O)c1ccccc1	9.4	-0.8%	44.7%[activator]	-1.9%	46.7%	-11.1%	-12.5%	14.7%	48.5%[activator]
COc1ccc(/C=N/Nc2nc(C(=O)O)cs2)cc1	1.3	-14.8%	?	-16.4%	39.8µM*	31.6µM*	-17.8%	44.7µM*	34.1%
COc1ccc(-n2c(C)cc(/C=C3\SC(=O)NC3=O)c2C)cc1	-13.4	-19.6%	?	2.5%	22.4µM*	?	-14.6%	-23.0%	20.9%
COc1ccc(NC(=O)Cn2c(=O)n(-c3ccccc3)c(=O)c3c4c(sc32)CCCC4)c(OC)c1	-1.3	5.5%	-2.0%	12.9%	10.4%[59 µM]	-16.0%	-7.3%	4.3%	13.3%

Retrieved one by one from the list above:
SMILES	PI4K2A block	GLS inh	JMJD2A Tudor inh	Pin1 inhibitor	G9a inh	POLH inh	Tb PGK inh	BAZ2B block	HP1b binding inh
COc1c2ccoc2c(OC(C)=O)c2oc(C)cc(=O)c12	-1.0	1.3%	-7.0%	4.2%	6.0%	6.3%	.	0.4%	55.8%[activator]
COc1ccc(NC(=O)Cn2c(=O)n(-c3ccccc3)c(=O)c3c4c(sc32)CCCC4)c(OC)c1	-1.3	5.5%	-2.0%	12.9%	10.4%[59 µM]	-16.0%	-7.3%	4.3%	13.3%
COC(=O)c1nn(Cc2ccccc2)c(=O)c2ccccc12	1.5	4.6%	-5.4%	-3.0%	-32.2%[59 µM]	-17.4%	-2.6%	-8.1%	37.0%

Next section
SMILES	PI4K2A block	GLS inh	JMJD2A Tudor inh	Pin1 inhibitor	G9a inh	POLH inh	Tb PGK inh	BAZ2B block	HP1b binding inh
COc1ccc(-c2noc(CCC(=O)NCCN(C)Cc3ccccc3)n2)cc1	5.0	-1.6%	-16.4%	6.7%	1.3%[59 µM]	-9.6%	i	-4.3%	38.9%
Cc1nc2cccnc2n1C1CCN(S(C)(=O)=O)CC1	-2.0	-2.9%	-13.0%	-8.7%	7.9%[59 µM]	-5.0%	-0.3%	0.9%	19.4%
CC(C)(C)NC[C@@H](O)COc1cccc2c1CCCC2=O	-1.7	-4.0%	-5.8%	-2.6%	?	-6.6%	-0.4%	0.9%	22.7%
O=C(NCCc1ccccc1)C(=O)NCC1CCCN1S(=O)(=O)c1cccs1 (centres undefined)	0.9	3.8%	-11.7%	12.5%	-7.9%	-0.9%	10.0%	-5.7%	11.6%
Cc1ccc(NP(=O)(Nc2ccc(C)cc2)Nc2ccc(C)cc2)cc1	-4.0	-0.1%	-29.7%	?	-22.8%	-9.6%	-3.0%	-29.5%	4.6%
COc1ccc(N(CC(=O)NC2CCCC2)C(=O)Cn2nnc(-c3ccc(OC)c(OC)c3)n2)c(OC)c1	-1.5	1.5%	-23.2%	-2.3%	9.1%	-11.5%	-5.4%	-0.7%	-7.4%
CC(=O)N1CCN(C(=S)Nc2cc(S(=O)(=O)N3CCOCC3)ccc2Cl)CC1	0.0	13.1%	-10.9%	-4.3%	-47.3%	-11.6%	-6.9%	.	6.2%
Cc1nc2ccc([N+](=O)[O-])cc2c(=O)n1Cc1ccc([N+](=O)[O-])cc1	-0.7	-0.2%	-25.5%	1.8%	24.5%	-8.0%	0.7%	?	14.6%
COc1cc2nc(CN(C)Cc3ccc(OC)c(OC)c3OC)[nH]c(=O)c2cc1OC	2.7	-0.5%	-9.5%	1.2%	0.7%	-16.9%	10.0%	-3.6%	45.3%[activator]
Cc1ccc(Nc2nnc(SCC(O)=C(C#N)c3nc4ccccc4[nH]3)s2)c(C)c1	7.7	-10.8%	-29.0%	?	.	?	-8.5%	.	12.1%
CCOc1ccc(-n2c(=O)c3c4c(sc3n(CC(=O)NC(C)CC)c2=O)CCC4)cc1 (centres undefined)	-2.7	-4.7%	-6.5%	1.5%	33.1%[59 µM]	-6.6%	i	37.7%[activator]	57.2%[activator]
Cc1cccc2sc(N3CCN(C(=O)CS(=O)(=O)c4ccc(F)cc4)CC3)nc12	7.1	-10.6%	-10.7%	5.6%	1.8%[59 µM]	-17.5%	-6.5%	-25.4%	28.3%
Cc1nc(NC(=O)CCN2C(=O)C3CC=CCC3C2=O)sc1C (centres undefined)	-1.8	-0.3%	-11.7%	-7.3%	24.5%	-20.3%	-3.4%	-4.7%	36.4%
COc1cccc(Cn2cc(C(=O)NCCN(C)C)nn2)c1	1.4	11.9%	-1.4%	-0.3%	.	-11.1%	-4.7%	-14.3%	35.0%
COc1cc(OC)nc(Oc2ccc(NC(C)=O)cc2)n1	0.8	5.5%	2.4%	-1.0%	2.6%	-3.2%	12.1%	-13.7%	28.2%
COc1ccc2c(c1)-c1nc(N)sc1CC2	8.4	-1.3%	?	0.9%	25.1µM*	-22.2%	i	?	?
CC(=O)Nc1ccc(SCC(=O)OCC(=O)NC(=O)NCCC(C)C)cc1	1.2	6.7%	-14.0%	-1.3%	-2.0%	5.6%	-8.6%	6.0%	21.8%

Assay outcomes (PubChem BioAssay)

An excerpt; rates above refer to the full screens.
